Assay outcomes as filed in PubChem.
MT1-MMP act inh: inhibitors of human MT1-MMP activation; P50281; HT1080 RFP-PRO-GFP cells, GFP/RFP ratio fluorescence, overnight; percent of plate control window, DMSO zero; GFP/RFP ratio change, % at 20 µM; 360,000 tested, 0.061% active;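 active = GFP/RFP ratio change of at least 30% with cell ATP level not reduced by more than half and red fluorescence within 50% of control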; note: strong numbers were not always called active
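Assay system: HT1080 RFP-PRO-GFP cells. Benchmarks: DMSO vehicle wells and RFP-L50D-GFP reporter cell wells. Times: overnight cell settling, then overnight compound exposure, 37 °C, 5% CO2. Compound: 20 µM single dose, 1% DMSO. Read-out basis: GFP/RFP fluorescence ratio.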
PABP1 MLLE inh: blocks PAM2 peptide binding to the PABP1 MLLE domain | inhibition, % at 20 µM | 360,000 tested, 0.36% active | AID 588489 | GST-MLLE / FITC-PAM2 fluorescence polarization | P11940; in the data active = inhibition above about 35%, passing the limit was not always enough;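 note: plate controls were DMSO wells with GST-MLLE for no effect and wells lacking GST-MLLE protein for full effect; some results filed as inactive read as strong as hits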
MsrA inhibitor: inhibitors of bovine MsrA; purified bovine MsrA, absorbance read-out; 360,000 tested, 0.75% active; inhibition, % at 15.5 µM; in the data active = inhibition above about 4.5%;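 note: 0% = vehicle wells with enzyme and 100% = reference inhibitor wells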
Rpn11 block: blocks the human proteasome subunit Rpn11. human 26S proteasome, Ub4-pepOG fluorescence polarization; 20S core pre-blocked with epoxomicin. 360,000 tested, 0.59% active. O00487. calls only at 20 µM. AID 588493;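 active = inhibition at 20 µM, scaled to each plate's controls, above about 33%, limit read from the data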
E coli Lon inh: inhibitors of E. coli Lon protease. P0A9M0. purified E. coli Lon protease, fluorescence polarization. inhibition, % at 7.94 µM. 360,000 tested, 0.42% active. AID 602123; in the data active = inhibition above about 13%, passing the limit was not always enough;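 note: 0% = enzyme with probe and DMSO and 100% = no enzyme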
FAS TE block: inhibitors of human fatty acid synthase thioesterase domain. P49327. recombinant FAS-TE, OMFH fluorogenic substrate, fluorescence endpoint. inhibition, % at 15 µM. 360,000 tested, 0.67% active;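 active = compounds whose normalised, plate-corrected inhibition of enzyme fluorescence in the single-dose primary screen is 50% or more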;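 note: 0% = DMSO with enzyme and 100% = substrate without enzyme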
Rin1-Abl PPI inh: blocks binding of human Rin1 to Abl; AID 588664; P00519+Q13671; TR-FRET Rin1/Abl binding, biochemical; inhibition, % at 7.35 µM; 360,000 tested, 0.4% active; in the data active = inhibition above about 5%, passing the limit was not always enough
bovine MsrA act: activators of bovine methionine sulfoxide reductase A; purified bovine MsrA, absorbance read-out; activation, % at 10.6 µM; 360,000 tested, 0.3% active; in the data active = activation above about 7.5%;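 note: 0% = vehicle and 100% = reference activator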
CSN deneddyl inh: blocks human CSN-mediated cullin deneddylation; Purified CSN, SCF-Nedd8-OG deneddylation, fluorescence polarization; inhibition, % at 12.5 µM; 360,000 tested, 0.38% active;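 active = pattern-corrected inhibition above about 35%, with an unprinted fluorescence ratio check between 0.5 and 1.5, limit read from the data, passing the limit was not always enough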;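 note: 0% = enzyme with substrate and 100% = substrate without enzyme; some results filed as inactive read as strong as hits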
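Assay system: HEK293T-derived human Csn5 enzyme; quantity: 0.24 nM enzyme; medium: Tris/NaCl/DTT buffer, pH 7.5; also added: substrate SCFSkp2-Nedd8OG, 10 nM; doses: 12.5 µM compound; schedule: 90 min reaction at room temperature; signal: FP; read-out: % inhibition of substrate cleavage by Csn5; benchmarks: substrate-only high control, full reaction low control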
Numbers without * were called inactive; i = inactive; nt = no result given.

SMILES	MT1-MMP act inh	PABP1 MLLE inh	MsrA inhibitor	Rpn11 block	E coli Lon inh	FAS TE block	Rin1-Abl PPI inh	bovine MsrA act	CSN deneddyl inh
CCOC(=O)Nc1ccc2c(c1)C(=NO)c1ccccc1-2	3	-1	-0.1	i	-1	-7	0	-2	0
CC(C)c1ccc(NC(=O)CNC(=O)Cn2ccc3ccccc3c2=O)cc1	3	16	-0.5	i	2	0	0	-2	1
O=C(NC1CCCCC1)c1cccc(OCc2ccccc2)c1	4	4	-1.0	i	12	16	-1	-6	2
CCOP(=O)(OCC)/C(=N/OC(=O)c1ccccc1C)C(N)=O	-7	6	-0.5	i	10	-12	0	-3	7
COc1ccc(C)cc1NC(=O)CCCNC(=O)Cn1cnc2sc(C)c(C)c2c1=O	-1	-2	0.8	i	0	0	2	-1	-3
Cn1cc(Cl)c(C(=O)NC2CCCC2)n1	1	3	-0.4	i	-2	-5	2	-2	-4
Nc1cc(-c2cccc([N+](=O)[O-])c2)[nH]n1	-3	-6	-0.7	i	0	-3	-3	-6	3
O=C(O)c1c[nH]c(=S)n1-c1ccc(F)cc1	-1	4	0.0	i	-2	-5	2	0	0
CC(C)CCN1C(Nc2ccccc2)=NC[C@@H]1CC(C)C	0	-6	-0.8	i	5	-18	5	-1	1
Nn1c(COc2ccccc2)nnc1SCC(=O)O	-2	-12	0.6	i	-6	-6	-3	-2	0
COc1ccc(C(=O)NC2(C(F)(F)F)N=C3SCCN3C2=O)cc1 (stereo not given)	1	40*	1.5	i	-5	-6	-4	-7	2
Cc1cccc(N2CCN(C(=O)C3CCN(S(=O)(=O)N4CCOCC4)CC3)CC2)c1C	4	-5	-0.9	i	2	2	-4	-1	-1
O=C(c1ccc(=O)oc1)N1CCN(c2ccc(F)cc2)CC1	4	-11	3.5	i	-6	-8	3	-2	6
CCOc1ccc(N(C(=O)CNS(=O)(=O)c2ccccc2)C(CC)C(=O)NCc2ccco2)cc1 (stereo not given)	-2	6	0.8	i	-1	2	6	-1	10
COc1ccc(N(CC(=O)NCc2ccco2)S(=O)(=O)c2ccc(C)cc2)cc1OC	-1	-5	0.1	i	6	-1	1	-3	4
COc1ccc(OC)c(NC(=O)C2(C)CCN2Cc2ccsc2)c1 (stereo not given)	2	7	-0.2	i	-6	14	1	1	3
O=C(CCSc1ccccc1)Nc1ccc(OCc2ccccc2)cc1	3	11	0.8	i	-6	-1	1	-3	-3
Cc1ccc(-c2c(C)n([O-])c3c([n+]2=O)CCC3)cc1	-1	11	0.4	i	-6	-7	-4	-8	1
CCOC(=O)c1c(C)c(C(=O)Nc2cc(OC)ccc2OC)c(C)n1CC	-7	9	-1.2	i	-8	11	-1	-8	-7
Cc1nc(C)c(-c2ccc(SCC(=O)Nc3cccc(Cl)c3)nn2)s1	2	2	-0.2	i	6	1	-6	-5	-2
CCOC(=O)c1c(C)[nH]c(NC(=O)NNC(=O)c2ccccc2Cl)c1C	-1	4	0.4	i	-6	-5	1	-1	-4
CN(c1ccccc1)S(=O)(=O)c1cc(Cl)ccc1Cl	1	-1	1.1	i	14	2	1	0	-1
Cc1ccc(C(=O)N/C(=C\c2cccs2)C(=O)NCCc2c[nH]c3ccccc23)cc1C	-2	-15	1.4	i	7	10	-6	-9	1
O=C(CCCCn1c(=O)c2ccccc2n(CC(=O)Nc2ccccc2)c1=O)NCc1ccco1	4	-2	-0.8	i	7	2	-4	-2	-3
CCN(CC)CCNc1ccc(C)c2sc3ccc(O)cc3c(=O)c12	1	-134	0.6	i	-43	-4	-23	-5	15
O=C(COC(=O)c1ccccc1F)Nc1cc(S(=O)(=O)N2CCOCC2)ccc1N1CCCC1	1	2	0.8	i	-8	-3	1	-3	-2
O=C(O)CSc1nnc(COc2ccccc2)n1-c1ccccc1	-3	-18	1.4	i	7	-5	0	-3	4
NC(=O)CSc1nnc(-c2ccc(S(=O)(=O)N3CCCCC3)cc2)n1-c1ccccc1	-8	-107	-1.1	i	-1	-6	1	-1	-4
CCOc1cccc(CNn2cnnc2)c1OCc1ccccc1Cl	0	-6	0.3	i	3	-6	-5	0	3
O=C(Nc1ccc(N2CCOCC2)cc1N1CCOCC1)c1ccccc1	0	2	0.6	i	-17	-4	4	-5	-6
COc1cc(C(=O)NCC2CCCN2S(=O)(=O)c2cccs2)cc(OC)c1OC (stereo not given)	4	-10	-0.5	i	-4	-3	2	-8	0
CC1(C)Cc2c(cnn2-c2ccccc2)C(NC(=O)CCN2CCCCO2)C1 (stereo not given)	-1	8	-0.4	i	-1	-4	5	-3	-2
O=S1OC(c2ccccc2)c2cc(Cl)ccc21 (stereo not given)	-4	6	1.1	i	-20	7	2	1	4
CC1=NN(/C(=N\c2nnc(C)s2)Nc2ccc(C)cc2)[C@H](c2ccc(C)cc2)S1	0	-6	1.6	i	2	10	3	-1	-3
Cc1n[nH]c(=O)nc1N1CCc2ccccc2C1	5	6	0.5	i	-4	-6	4	3	-1
COc1ccc2nc(COC(=O)c3ccco3)c(C(C)=O)[n+]([O-])c2c1	-2	-1	-0.1	i	-6	0	-4	-2	-3
CCC1Oc2nc(SC)nnc2-c2ccccc2N1C(=O)c1ccccc1 (stereo not given)	3	13	2.5	i	2	-5	-3	2	2
CCOc1cccc(C(=O)NC(=S)Nc2ccc3c(c2)OCCO3)c1	2	21	0.4	i	5	28	0	-2	-6
CC(C)C[C@H](NC(=O)C1CC(=O)N(c2ccc3c(c2)OCCO3)C1)C(=O)NC1CCCC1 (stereo not given in full)	0	-7	0.4	i	4	-4	1	-4	-1
CN1CCN(C(=O)CC23CC4CC(CC(C4)C2)C3)CC1	2	1	-0.1	i	4	-7	-4	-3	4
COc1ccc(Cl)cc1S(=O)(=O)NCc1cccnc1	4	-5	0.0	i	1	-6	-1	7	3
COc1ccc(CNS(=O)(=O)c2csc(C(N)=O)c2)cc1OC	-2	7	0.4	i	2	-5	2	-8	6
O=C(Nc1nnc(S(=O)(=O)N2CCOCC2)s1)c1ccccc1	-4	-3	2.7	i	0	-6	-2	-2	8
Cc1ccccc1OCC(=O)N(Cc1ccco1)c1c(N)n(Cc2ccccc2)c(=O)[nH]c1=O	-5	-15	0.3	i	-5	-5	1	-3	-2
COc1ccc(C(=O)NCc2nc(C)c(C)s2)cc1OC1CCN(C(C)C)CC1	-3	6	-1.4	i	3	-9	1	3	3
Cc1ccc(CN2CCC(C(=O)Nc3cccc(-c4cccc(F)c4)c3)CC2)o1	2	-4	0.6	i	-7	2	5	-7	-4
CCOC(=O)c1ccc(NC(=O)C2CCN(C(=O)c3ccc(OC)c(OC)c3)CC2)cc1	4	2	0.5	i	-2	-4	2	-8	-4
Cc1ccc(S(=O)(=O)CCC(=O)OCC(=O)Nc2cc(S(=O)(=O)N3CCOCC3)ccc2Cl)cc1	2	17	-0.5	i	-4	1	4	-2	1
COc1cccc(CNC(=O)c2nnn(CC(=O)Nc3c(C)cccc3C)c2N)c1	-1	-7	-0.4	i	-1	-3	1	-3	8
COc1cc(SC)ccc1C(=O)N(Cc1ccccc1)c1ccccn1	4	6	1.6	i	12	5	-1	-13	0
CCC1=C([N+](=O)[O-])C(c2ccc3c(c2)OCO3)NC(=O)N1 (stereo not given)	0	0	0.2	i	-1	-3	-1	-8	-1
Nc1c(C(=O)C2CC2)sc2nc(-c3cccs3)cc(C(F)(F)F)c12	-154	i	2.4	nt	-222	-224	1	-4	92
COc1ccc(OCc2nc3ccccc3n2C(C)C)cc1	1	10	0.0	i	-13	1	4	-7	-9
O=C(Cn1cnc2c(cnn2-c2ccccc2)c1=O)c1ccc(Cl)cc1	2	-11	0.7	i	-7	2	-1	-2	-4
Cn1c(-c2ccccc2)cnc1SCC(=O)NCc1ccco1	0	-26	-1.4	i	-5	-6	3	-5	3
Cc1cc(C)n(-c2ccc(NC(=O)C3CCCCN3Cc3cccc4c3OCO4)cc2)n1 (stereo not given)	-5	-7	0.1	i	0	11	-2	4	1
C#CCNC(=O)C1=C[C@@H](c2ccc(Br)cc2)C[C@@H](OCCCCO)O1	1	0	-0.5	i	-13	5	5	-1	-1
O=C1CCCC1C(=O)Nc1ccc2ccccc2c1 (stereo not given)	1	1	0.1	i	6	-7	3	3	-3
COc1cccc(N2CCN(S(=O)(=O)c3ccc4c(c3)NC(=O)C(C)C(=O)N4)CC2)c1 (stereo not given)	1	-10	0.9	i	7	7	-2	-4	3
CCOC(=O)c1ccc(NC(=S)N2CCN(CCNC3=CC(=O)CC(C)(C)C3)CC2)cc1	3	-46	2.1	i	-5	-4	3	-6	-5

Carrying on.
SMILES	MT1-MMP act inh	PABP1 MLLE inh	MsrA inhibitor	Rpn11 block	E coli Lon inh	FAS TE block	Rin1-Abl PPI inh	bovine MsrA act	CSN deneddyl inh
O=C(Cc1cccs1)NCc1cccc(Br)c1	-1	11	-0.8	i	-1	-1	2	-7	6
COc1ccc(S(=O)(=O)NCC2CCC(C(=O)NCCCN3CCCC3=O)CC2)cc1 (stereo not given)	-4	3	-0.6	i	-4	-5	0	-5	-2
CCCOC(=O)C1=C(C)OC23OC(N)=C(C#N)C12C(=O)c1ccccc13 (stereo not given)	2	1	0.5	i	2	-5	4	-1	6
COc1ccc(NC(=O)C2CCN(S(=O)(=O)c3cccc4cccnc34)CC2)cc1	-2	2	-0.4	i	-6	2	0	-1	-6
COc1ccc(CNC(=O)N2CCN(S(=O)(=O)c3ccccc3F)CC2)cc1	-1	4	0.7	i	4	-2	1	-3	2
CC(C)(C)c1ccc(C(=O)Nc2sc3c(c2C(=O)O)CCC3)cc1	-6	18	2.7	i	-5	9	-1	-2	11
Cc1nc2ccc(NC3=NCCCCC3)cc2s1	2	22	0.6	i	-5	-11	0	1	1
CC(=O)Nc1ccccc1S(=O)(=O)CC1CC1(Cl)Cl (stereo not given)	6	1	-0.7	i	-4	-6	-2	-2	6
CN(C)C(CNC(=O)CCc1nc2sc3c(c2c(=O)[nH]1)CCCC3)c1ccccc1 (stereo not given)	-1	-28	2.1	i	-8	-4	-1	0	8
COc1ccc(N2CCN(C(=O)CCCSc3nc4ccccc4[nH]3)CC2)cc1	-16	-29	0.7	i	-8	-8	3	-7	-3
CCN(CC)C(=O)Oc1nnc(SC(C)C)n1-c1ccc(Cl)cc1	0	-5	-1.1	i	-11	1	-4	-2	-2
N#Cc1ccccc1NC(=O)c1ccc2c(c1)OCO2	-1	5	0.1	i	-1	0	-1	-2	0
Cc1c(C(=O)NCc2ccc(F)cc2)sc(=O)n1Cc1ccccc1	7	-8	-0.9	i	0	6	-1	-2	-6
Cc1ccc(CNC(=O)C2CCN(S(=O)(=O)N3CCC(C)CC3)CC2)cc1	0	16	-0.6	i	-15	-7	0	-2	-2

Reprinted at random: 3 records from the list.
SMILES	MT1-MMP act inh	PABP1 MLLE inh	MsrA inhibitor	Rpn11 block	E coli Lon inh	FAS TE block	Rin1-Abl PPI inh	bovine MsrA act	CSN deneddyl inh
COc1ccc(N2CCN(C(=O)CCCSc3nc4ccccc4[nH]3)CC2)cc1	-16	-29	0.7	i	-8	-8	3	-7	-3
COc1cccc(N2CCN(S(=O)(=O)c3ccc4c(c3)NC(=O)C(C)C(=O)N4)CC2)c1 (stereo not given)	1	-10	0.9	i	7	7	-2	-4	3
CCOC(=O)c1ccc(NC(=O)C2CCN(C(=O)c3ccc(OC)c(OC)c3)CC2)cc1	4	2	0.5	i	-2	-4	2	-8	-4
